Assay outcomes from PubChem BioAssay.
DNA FID counter: compounds displacing fluorescent DNA intercalator, primary screen, artefact control for HCV NS3 helicase inhibitor project, biochemical, FID fluorescence; DNA fluorescent intercalator displacement; inhibition, % at 7.9 µM; actives 0.17% (n = 290,000); in the data active = inhibition above about 37%;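 note: 0% = vehicle and 100% = reference compound; higher means more ethidium bromide displaced from hairpin DNA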
MEKK3 PB1 HTS: modulators of MEKK3-MEK5 PB1 binding, primary screen, biochemical, wildtype MEKK3, multiplex bead flow cytometry, Alexa488-MEK5; binding response (% of control), % at 10 µM; bead-based flow cytometry, Alexa488-MEK5 binding to MEKK3; actives lie on both sides; 0 = blocked by unlabeled MEK5, 100 = vehicle; actives 1.4% (n = 290,000); AID 1529, 2009;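 active = binding response more than 3 SD above or below the average of its plate-row segment, actives on both sides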;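 note: Alexa488 bead fluorescence after subtracting the streptavidin-only scavenger bead signal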
NALP1 yeast inh: NALP1 inflammasome inhibitors in reconstituted yeast, colorimetric, S. cerevisiae, triplicate retest; S. cerevisiae NALP1/ASC/caspase-1 growth, X-gal OD620, 72 h; inhibition, % at 10 µM; actives 0.61% (n = 280,000); in the data active = inhibition mostly above about 24%, no sharp cut-off; inactive = mostly below about 32%; note: some compounds called inactive have numbers as strong as hits
M18AAP inhibitor: PfM18AAP inhibitors, malaria aminopeptidase, primary screen, biochemical, QFRET, recombinant enzyme; actives 1.2% (n = 290,000); AID 1822, 2009; inhibition, % at 7.35 µM; H-Glu-NHMec fluorogenic cleavage; M18 aspartyl aminopeptidase (Plasmodium falciparum 3D7);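 active = inhibition above the campaign mean inhibition over all tested compounds plus 3 SD, cut at about 28% in these data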;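 note: 0% = plate median of test compound wells and 100% = 2 mM ZnCl2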
MEKK2wt PB1 HTS: modulators of MEK5 binding to wildtype MEKK2, primary screen, biochemical, multiplex bead flow cytometry, Alexa488-MEK5. Mitogen-activated protein kinase kinase kinase 2 (Homo sapiens), Q9Y2U5. Alexa488-MEK5 binding to MEKK2 WT; actives lie on both sides. binding response (% of control), % at 10 µM. actives 1.1% (n = 290,000); in the data active = binding response below about 67% or above about 130%
PHOSPHO1 inh: PubChem AID 1565 | Phosphoethanolamine/phosphocholine phosphatase (Homo sapiens), Q8TCT1 | recombinant PHOSPHO1, absorbance phosphatase assay | inhibition, % at 13.3 µM | actives 1.1% (n = 290,000); in the data active = inhibition above about 60%
Target sequence (Q8TCT1 whole entry, looked up): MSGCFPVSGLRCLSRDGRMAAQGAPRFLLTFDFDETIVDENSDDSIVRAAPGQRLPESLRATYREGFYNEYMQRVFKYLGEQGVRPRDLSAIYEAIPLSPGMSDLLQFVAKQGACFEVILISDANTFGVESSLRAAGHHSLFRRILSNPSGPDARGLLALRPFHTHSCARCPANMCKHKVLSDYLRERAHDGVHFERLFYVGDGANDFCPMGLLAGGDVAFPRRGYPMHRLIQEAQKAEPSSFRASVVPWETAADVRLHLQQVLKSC
MEKK2 mut-MEK5: MEK5 binding signal on mutant MEKK2 PB1, primary screen, biochemical, multiplex bead flow cytometry, Alexa488-MEK5; actives 0.35% (n = 290,000); AID 1530, 2009; Alexa488-MEK5 binding to MEKK2 mutant; percent response, % at 10 µM; in the data active = percent response above about 24%, passing the limit was not always enough; note: inactives centre near 1; some results filed as inactive read as strong as hits; reference of the scale not given here
GPR7 antag: GPR7 receptor antagonists, primary screen, cell-based, fluorescence, single concentration; Neuropeptides B/W receptor type 1 (Homo sapiens), P48145; GPR7-expressing cells, fluorescence antagonist assay; inhibition, % at 4.4 µM; actives 1.1% (n = 290,000); AID 1861, 2009; in the data active = inhibition above about 16%, passing the limit was not always enough;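 note: cells stimulated with the agonist NPW; 0% = agonist with vehicle and 100% = vehicle without agonist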
Target sequence (P48145 whole entry, looked up): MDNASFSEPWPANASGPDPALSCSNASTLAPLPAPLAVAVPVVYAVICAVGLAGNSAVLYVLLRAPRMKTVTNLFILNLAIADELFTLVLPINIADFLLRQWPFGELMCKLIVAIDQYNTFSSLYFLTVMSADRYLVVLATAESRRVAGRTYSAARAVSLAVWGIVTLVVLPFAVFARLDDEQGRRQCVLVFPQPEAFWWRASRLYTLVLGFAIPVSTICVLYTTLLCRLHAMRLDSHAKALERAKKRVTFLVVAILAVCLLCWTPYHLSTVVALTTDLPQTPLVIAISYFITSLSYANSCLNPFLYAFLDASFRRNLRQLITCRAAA
OXTR agonist: human OXTR agonists, primary screen, fluorescence, CHO-OTR cells, Fluo-8 calcium; actives 0.32% (n = 320,000); Oxytocin receptor (Homo sapiens), P30559; Fluo-8 calcium fluorescence; normalized: DMSO 0%, oxytocin 100%; activation, % at 3 µM; AID 2435, 2010;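 active = activation above the mean of all tested compounds plus 3 SD, cutoff set per screening run, cut at about 20% in these data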;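 note: peak over basal fluorescence ratio from a 100 s FLIPR kinetic read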
Target sequence (P30559 whole entry, looked up): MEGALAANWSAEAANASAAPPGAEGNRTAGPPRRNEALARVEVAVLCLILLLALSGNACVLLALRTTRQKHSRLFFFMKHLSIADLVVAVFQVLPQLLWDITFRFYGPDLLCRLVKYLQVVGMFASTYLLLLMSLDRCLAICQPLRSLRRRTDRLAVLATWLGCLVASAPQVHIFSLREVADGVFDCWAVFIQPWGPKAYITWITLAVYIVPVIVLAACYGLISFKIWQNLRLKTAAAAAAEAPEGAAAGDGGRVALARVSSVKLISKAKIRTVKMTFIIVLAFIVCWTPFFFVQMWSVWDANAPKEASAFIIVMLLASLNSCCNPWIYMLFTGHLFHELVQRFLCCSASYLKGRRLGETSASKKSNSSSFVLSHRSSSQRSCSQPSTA
Active calls of the source: *.

Start of the listing, in advance (2 entries):
Screening CCOc1ccccc1C(=O)OCC(=O)NCCNC(=O)COC(=O)c1ccccc1OCC returned DNA FID counter -48, MEKK3 PB1 HTS 93, NALP1 yeast inh 9, M18AAP inhibitor -1, MEKK2wt PB1 HTS 95, PHOSPHO1 inh -31, MEKK2 mut-MEK5 -5, GPR7 antag 1 and OXTR agonist -1.2.
Screening NN1C(=O)NC(c2ccccc2)(c2ccccc2)C1=O returned DNA FID counter 2, MEKK3 PB1 HTS 106, NALP1 yeast inh -2, M18AAP inhibitor 8, MEKK2wt PB1 HTS 104, PHOSPHO1 inh 14, MEKK2 mut-MEK5 9, GPR7 antag -10 and OXTR agonist 1.3.

This part in full, repeating the preview:
Screening CCOc1ccccc1C(=O)OCC(=O)NCCNC(=O)COC(=O)c1ccccc1OCC returned DNA FID counter -48, MEKK3 PB1 HTS 93, NALP1 yeast inh 9, M18AAP inhibitor -1, MEKK2wt PB1 HTS 95, PHOSPHO1 inh -31, MEKK2 mut-MEK5 -5, GPR7 antag 1 and OXTR agonist -1.2.
Screening NN1C(=O)NC(c2ccccc2)(c2ccccc2)C1=O returned DNA FID counter 2, MEKK3 PB1 HTS 106, NALP1 yeast inh -2, M18AAP inhibitor 8, MEKK2wt PB1 HTS 104, PHOSPHO1 inh 14, MEKK2 mut-MEK5 9, GPR7 antag -10 and OXTR agonist 1.3.
Cc1sc(NC(=S)NC(=O)CCc2ccccc2)c(C(N)=O)c1C was read as DNA FID counter 0, MEKK3 PB1 HTS 99, NALP1 yeast inh 23, M18AAP inhibitor -2, MEKK2wt PB1 HTS 98, PHOSPHO1 inh 4, MEKK2 mut-MEK5 -1, GPR7 antag 3 and OXTR agonist 0.2.
`CCOc1ccc(CCNC(=O)C2CC(C)=CCC2C(=O)O)cc1OCC` (stereo unspecified) gave DNA FID counter -15, MEKK3 PB1 HTS 97, NALP1 yeast inh 2, M18AAP inhibitor -6, MEKK2wt PB1 HTS 100, PHOSPHO1 inh 42, MEKK2 mut-MEK5 6, GPR7 antag -4 and OXTR agonist -0.7.
Screening CCn1ccnc1CN1CCCC(C(=O)c2ccc3c4c(cccc24)CC3)C1 (stereo unspecified) returned DNA FID counter 17, MEKK3 PB1 HTS 89, NALP1 yeast inh 8, M18AAP inhibitor -6, MEKK2wt PB1 HTS 96, PHOSPHO1 inh 7, MEKK2 mut-MEK5 -4, GPR7 antag 4 and OXTR agonist -0.1.
Screening O=C(Nc1ccc2nc(-c3ccco3)c(-c3ccco3)nc2c1)N1CCCCCC1 returned DNA FID counter -18, MEKK3 PB1 HTS 89, NALP1 yeast inh 22, M18AAP inhibitor 14, MEKK2wt PB1 HTS 80, PHOSPHO1 inh 38, MEKK2 mut-MEK5 -5, GPR7 antag -8 and OXTR agonist -0.1.
For c1nc(N2CCCCCC2)c2[nH]cnc2n1 the results were DNA FID counter 0, MEKK3 PB1 HTS 109, NALP1 yeast inh 11, M18AAP inhibitor -6, MEKK2wt PB1 HTS 116, PHOSPHO1 inh 14, MEKK2 mut-MEK5 16, GPR7 antag 1 and OXTR agonist 1.2.
N#Cc1ccc(NC(=O)c2nc(-c3ccccc3)n(-c3ccccc3)n2)cc1 was read as DNA FID counter -7, MEKK3 PB1 HTS 103, NALP1 yeast inh 8, M18AAP inhibitor -11, MEKK2wt PB1 HTS 95, PHOSPHO1 inh 5, MEKK2 mut-MEK5 1, GPR7 antag 11 and OXTR agonist -1.4.
Screening O=C(Cn1cnc2scc(-c3ccc(Cl)cc3)c2c1=O)N1CCOCC1 returned DNA FID counter -8, MEKK3 PB1 HTS 92, M18AAP inhibitor 0, MEKK2wt PB1 HTS 90, PHOSPHO1 inh 33, MEKK2 mut-MEK5 2, GPR7 antag -12 and OXTR agonist 2.1.
`CCN1/C(=C2/SC(=S)N(NC(C)=O)C2=O)Sc2ccc(Cl)cc21` gave DNA FID counter -16, MEKK3 PB1 HTS 100, NALP1 yeast inh 13, M18AAP inhibitor 2, MEKK2wt PB1 HTS 95, PHOSPHO1 inh 36, MEKK2 mut-MEK5 0, GPR7 antag 0 and OXTR agonist -0.9.
`CCN(C(=O)COC(=O)c1ccc(OC)c(S(=O)(=O)N2CCCc3ccccc32)c1)C1CCS(=O)(=O)C1` (stereo unspecified) gave DNA FID counter -5, MEKK3 PB1 HTS 96, NALP1 yeast inh 18, M18AAP inhibitor -2, MEKK2wt PB1 HTS 84, PHOSPHO1 inh 32, MEKK2 mut-MEK5 -11, GPR7 antag -10 and OXTR agonist -0.1.
Screening O=C(OCc1cn(-c2ccc(Cl)c(Cl)c2)nn1)c1ccccc1Cl returned DNA FID counter -3, MEKK3 PB1 HTS 101, NALP1 yeast inh 6, M18AAP inhibitor -4, MEKK2wt PB1 HTS 103, PHOSPHO1 inh 22, MEKK2 mut-MEK5 3, GPR7 antag -9 and OXTR agonist 0.7.
Screening NC(=S)Nc1cccc2cc3ccccc3cc12 returned DNA FID counter 7, MEKK3 PB1 HTS 99, NALP1 yeast inh 15, M18AAP inhibitor 20, MEKK2wt PB1 HTS 98, PHOSPHO1 inh 97*, MEKK2 mut-MEK5 -5, GPR7 antag 1 and OXTR agonist 1.4.
`COC(=O)c1scc(S(=O)(=O)c2ccccc2)c1N` gave DNA FID counter -4, MEKK3 PB1 HTS 110, NALP1 yeast inh 21, M18AAP inhibitor 2, MEKK2wt PB1 HTS 103, PHOSPHO1 inh 49, MEKK2 mut-MEK5 2, GPR7 antag -3 and OXTR agonist -1.0.
`Cc1ccc(C)c(SCC(=O)Nc2nnc(-c3ccccc3)o2)c1` gave DNA FID counter -9, NALP1 yeast inh 3, M18AAP inhibitor 5, PHOSPHO1 inh 31, GPR7 antag -7 and OXTR agonist 2.8.
For CC(=O)N1C(C(=O)O)Cc2c([nH]c3ccccc23)C1(C)C (stereo unspecified) the results were DNA FID counter -3, MEKK3 PB1 HTS 112, NALP1 yeast inh 17, M18AAP inhibitor -1, MEKK2wt PB1 HTS 113, PHOSPHO1 inh 30, MEKK2 mut-MEK5 10, GPR7 antag -13 and OXTR agonist 1.1.
CCc1ccc(NS(=O)(=O)c2c(C(=O)N3CCOCC3)c(C)n(C)c2C)cc1 was read as DNA FID counter -23, MEKK3 PB1 HTS 97, NALP1 yeast inh 14, M18AAP inhibitor 0, MEKK2wt PB1 HTS 100, PHOSPHO1 inh 27, MEKK2 mut-MEK5 -1, GPR7 antag -7 and OXTR agonist -1.1.
For O=C(O)c1ccc(/C=C/c2ccc3cccc(O)c3n2)cc1 the results were DNA FID counter -26, MEKK3 PB1 HTS 104, NALP1 yeast inh -21, M18AAP inhibitor 1, MEKK2wt PB1 HTS 92, PHOSPHO1 inh -20, MEKK2 mut-MEK5 -5 and GPR7 antag -8.
`CCN1CCN(C2=NC(=O)/C(=C/c3ccc(C)o3)S2)CC1` gave DNA FID counter -5, MEKK3 PB1 HTS 86, NALP1 yeast inh 9, M18AAP inhibitor 5, MEKK2wt PB1 HTS 90, PHOSPHO1 inh 18, MEKK2 mut-MEK5 -8, GPR7 antag -7 and OXTR agonist 3.2.
CCOCCCNC(=O)c1cc(Sc2ccc(F)cc2)nc2ccccc12 was read as DNA FID counter -24, MEKK3 PB1 HTS 108, NALP1 yeast inh 22, M18AAP inhibitor -3, MEKK2wt PB1 HTS 101, PHOSPHO1 inh 7, MEKK2 mut-MEK5 -1, GPR7 antag -1 and OXTR agonist 1.3.
For COc1ccc(C)cc1Nc1nc(N)c2cc(OC)c(OC)cc2n1 the results were DNA FID counter 23, MEKK3 PB1 HTS 104, NALP1 yeast inh 11, M18AAP inhibitor 4, MEKK2wt PB1 HTS 124, PHOSPHO1 inh 5, MEKK2 mut-MEK5 10, GPR7 antag 4 and OXTR agonist 0.3.
O=C1CN(C(=O)COC(=O)COc2ccc3c(c2)CCC3)c2ccccc2N1 was read as DNA FID counter -23, MEKK3 PB1 HTS 99, NALP1 yeast inh -2, M18AAP inhibitor 7, MEKK2wt PB1 HTS 103, PHOSPHO1 inh -6, MEKK2 mut-MEK5 8, GPR7 antag -4 and OXTR agonist 4.4.
Screening CCN1C(=O)c2n[nH]c(C(=O)OC)c2C1=O returned DNA FID counter 3, MEKK3 PB1 HTS 102, NALP1 yeast inh -12, M18AAP inhibitor -3, MEKK2wt PB1 HTS 104, PHOSPHO1 inh 5, MEKK2 mut-MEK5 1, GPR7 antag -8 and OXTR agonist -1.3.
Cc1cc(C)c(C(=O)c2ccc(C(=O)NC(C)(C)C)cc2)c(C)c1 was read as DNA FID counter -20, MEKK3 PB1 HTS 97, NALP1 yeast inh 1, M18AAP inhibitor 0, MEKK2wt PB1 HTS 90, PHOSPHO1 inh 19, MEKK2 mut-MEK5 -5, GPR7 antag 3 and OXTR agonist -1.2.
For O=C(CSc1nc(-c2ccccc2)nc2c1Cc1ccccc1O2)Nc1ccccc1 the results were DNA FID counter 1, NALP1 yeast inh -22, M18AAP inhibitor 3, PHOSPHO1 inh 0, GPR7 antag -2 and OXTR agonist 0.2.
Cc1[nH]c2ccccc2c1C1(O)C(=O)N(C(C)C)c2ccccc21 (stereo unspecified) was read as DNA FID counter 0, MEKK3 PB1 HTS 99, NALP1 yeast inh 22, M18AAP inhibitor 10, MEKK2wt PB1 HTS 98, PHOSPHO1 inh 24, MEKK2 mut-MEK5 0, GPR7 antag 9 and OXTR agonist 0.0.
`Cc1c(OCC(=O)OC(C)C)ccc2c3c(c(=O)oc12)CCC3` gave DNA FID counter -7, MEKK3 PB1 HTS 96, NALP1 yeast inh 8, M18AAP inhibitor -11, MEKK2wt PB1 HTS 97, PHOSPHO1 inh -8, MEKK2 mut-MEK5 -4, GPR7 antag -5 and OXTR agonist 10.
CCS(=O)(=O)c1ccc2c(c1)N(S(C)(=O)=O)CC(C(=O)NC1CC1)O2 (stereo unspecified) was read as DNA FID counter 0, MEKK3 PB1 HTS 100, NALP1 yeast inh 1, M18AAP inhibitor 1, MEKK2wt PB1 HTS 101, PHOSPHO1 inh 23, MEKK2 mut-MEK5 -1, GPR7 antag 8 and OXTR agonist -1.3.
COc1cc(NC(=O)C2CCCN(S(=O)(=O)c3cnc[nH]3)C2)cc(OC)c1 (stereo unspecified) was read as DNA FID counter -4, MEKK3 PB1 HTS 105, NALP1 yeast inh -2, M18AAP inhibitor -1, MEKK2wt PB1 HTS 103, PHOSPHO1 inh 6, MEKK2 mut-MEK5 1, GPR7 antag -19 and OXTR agonist 1.2.
CCOC(=O)N1CCc2c(sc3c2c(=O)n(Cc2ccccc2)c(=O)n3Cc2cccc(C)c2)C1 was read as DNA FID counter -6, MEKK3 PB1 HTS 121, NALP1 yeast inh 34, M18AAP inhibitor -1, MEKK2wt PB1 HTS 102, PHOSPHO1 inh 1, MEKK2 mut-MEK5 -1, GPR7 antag -14 and OXTR agonist -0.4.
`CCC(CC)NC(=O)CSc1nnc(-c2ccc(OC)cc2)n1C(C)C` gave DNA FID counter -19, MEKK3 PB1 HTS 103, NALP1 yeast inh 8, M18AAP inhibitor 5, MEKK2wt PB1 HTS 107, PHOSPHO1 inh -79, MEKK2 mut-MEK5 2, GPR7 antag 10 and OXTR agonist -0.6.
For COc1ccc(-c2nnc3ccc(SCC(=O)N4CCCCC4)nn23)cc1OC the results were DNA FID counter -10, MEKK3 PB1 HTS 107, M18AAP inhibitor -4, MEKK2wt PB1 HTS 107, PHOSPHO1 inh 15, MEKK2 mut-MEK5 6, GPR7 antag -5 and OXTR agonist -0.7.
